Assay outcomes: PubChem BioAssay, several laboratories
DSG3 Ab inh – inhibitors of pemphigus antibody binding to DSG3, primary screen, biochemical, bead-based, flow cytometry, scFv-GFP; Desmoglein-3 (Homo sapiens), P32926; DSG3-coupled beads, scFv-anti-DSG3-GFP binding; stronger effect = lower value; binding (percent of control), % at 10 µM; 0.48% of 310,000 active;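 active means binding more than 3 SD below its plate's average and above zero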;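 further: hits lower antibody fragment binding to DSG3; some compounds called inactive have numbers as strong as hits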
PKA-R2B activ – activators of PKA-R2B holoenzyme, primary screen, biochemical, fluorescence polarization, Cy5-IP20, human; cAMP-dependent protein kinase catalytic subunit beta (Homo sapiens) + cAMP-dependent …; PKA-R2B holoenzyme dissociation; R2B truncated from residue 108, S112A mutant; 0% DMSO only, 100% 113 µM cGMP; activation, % at 11.4 µM; 0.079% of 340,000 active; AID 504700, 2011;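 active means activation above a cutoff set at the mean over all compounds plus 3 SD, cut at about 18% in these data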;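 further: higher means more holoenzyme dissociation and a rise in polarization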
Target sequence (P31323 whole entry, looked up, other chains not shown, the tested form may be a part): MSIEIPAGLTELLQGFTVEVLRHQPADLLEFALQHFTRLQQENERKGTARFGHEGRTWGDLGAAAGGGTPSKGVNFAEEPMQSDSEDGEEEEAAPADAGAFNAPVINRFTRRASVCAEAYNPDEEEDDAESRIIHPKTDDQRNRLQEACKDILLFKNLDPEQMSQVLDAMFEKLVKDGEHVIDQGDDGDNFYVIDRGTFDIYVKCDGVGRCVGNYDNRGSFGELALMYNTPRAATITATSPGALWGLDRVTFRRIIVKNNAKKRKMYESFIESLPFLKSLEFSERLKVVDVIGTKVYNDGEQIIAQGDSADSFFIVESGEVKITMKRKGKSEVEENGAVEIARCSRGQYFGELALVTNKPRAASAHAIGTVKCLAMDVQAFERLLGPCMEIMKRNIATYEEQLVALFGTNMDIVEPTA
MOR-DOR ag – agonists of OPRM1-OPRD1 heterodimerization, primary screen, cell-based, luminescence. Mu-type opioid receptor (Homo sapiens) + Delta-type opioid receptor (Homo sapiens), …. cells. activation, % at 9.3 µM. 0.3% of 340,000 active. AID 504326, 2011; in the data active means activation above about 18%;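 further: 0% = vehicle-treated cells and 100% = reference agonist; values of inactives mirror those of a sister screen read the other way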
HTR5A inv ctr – HTR5A inverse agonists in luminescence cell assay, primary screen, counter-screen for OPRM1-OPRD1 heterodimer inverse agonist project, full-deck HTS. 5-hydroxytryptamine receptor 5A (Homo sapiens), P47898. HTR5A cell line, inverse agonism. inhibition, % at 9.3 µM. 0.083% of 340,000 active. AID 504634, 2011; in the data active means inhibition mostly above about 23%, no sharp cut-off; inactive means mostly below about 18%;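 further: 0% = cells with DMSO and 100% = no-cell wells with DMSO; some compounds called inactive have numbers as strong as hits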
Arr AP2 block – inhibitors of beta-arrestin/AP2 binding, primary screen, biochemical, GPCR trafficking, flow cytometry | FITC-arrestin peptide / GST-AP2 beads; AP2 beta2 appendage carries R879A mutation | 0.31% of 340,000 active | inhibition, % at 10 µM | beta-arrestin 1 C-terminal peptide binding to AP2 beta2-adaptin appendage (human);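 active means inhibition above a set limit, near 3 SD of compounds lacking own fluorescence, cut at about 54% in these data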;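 further: plate controls were DMSO wells for no effect and 5 µM unlabelled arrestin peptide for full effect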
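System: GST-AP2 R879A glutathione beads; medium: PBS, Tween 20 0.05%, BSA 0.1%; reagent: fluorescein-tagged arrestin peptide at 50 nM final; schedule: pre-incubation 12 min, peptide binding 1 h, room temperature; detection: flow cytometry, FL1 (488/535 nm); read-out: inhibition as reduced fluorescein signal on beads, percent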
V-ATPase pHluor – regulators of yeast V-ATPase proton pumping, primary screen, pHLuorin cytosolic pH fluorescence; 0.37% of 350,000 active; response, % at 10 µM; S. cerevisiae; in the data active means response mostly above about 7.3%, no sharp cut-off; inactive means mostly below about 5.4%; further: actives read high; inactives centre near 0; some compounds called inactive have numbers as strong as hits; reference of the scale not given here
PKA-R1A activ – activators of PKA-R1A holoenzyme, primary screen, biochemical, fluorescence polarization, Cy5-IP20, bovine R1A, mouse PKAc | activation, % at 11.4 µM | PKA-R1A dissociation; scaled: DMSO 0%, 113 µM cGMP 100% | 0.083% of 340,000 active;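 active means percent activation above the mean of all tested compounds plus 3 SD, cut at about 19% in these data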;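 further: higher means more PKAc released from R1A so a rise in polarization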
HTR5A ag – HTR5A agonists in luminescence cell assay, primary screen, counter-screen for OPRM1-OPRD1 heterodimer agonist project, full-deck HTS; 5-hydroxytryptamine receptor 5A (Homo sapiens), P47898; cell-based; activation, % at 9.3 µM; 0.61% of 340,000 active; AID 504692, 2011; in the data active means activation mostly above about 9.5%, no sharp cut-off; inactive means mostly below about 7.6%;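 further: 0% = cells with vehicle only and 100% = reference agonist; strong numbers were not always called active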
OPRM1-OPRD1 inv – inverse agonists of MOR-DOR heterodimerization, primary screen, cell-based, luminescence. Mu-type opioid receptor (Homo sapiens) + Delta-type opioid receptor (Homo sapiens), …. inhibition, % at 9.3 µM. 0.21% of 340,000 active. cell-based MOR-DOR heterodimer luminescence, inverse agonism. AID 504357, 2011; in the data active means inhibition above about 22%, passing the limit was not always enough;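 further: 0% = cells with DMSO and 100% = wells without cells with DMSO; values of inactives mirror those of a sister screen read the other way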
DAGLB inh – DAGLB lipase inhibitors, primary screen, biochemical, fluorescence, HTS. Diacylglycerol lipase-beta (Homo sapiens), Q8NCG7. HEK293T DAGLB membrane lysate, EnzChek fluorogenic substrate. inhibition, % at 5.17 µM. 0.059% of 340,000 active; in the data active means inhibition above about 34%;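 further: 0% = enzyme with vehicle and 100% = wells lacking enzyme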
Target sequence (Q8NCG7 whole entry, looked up): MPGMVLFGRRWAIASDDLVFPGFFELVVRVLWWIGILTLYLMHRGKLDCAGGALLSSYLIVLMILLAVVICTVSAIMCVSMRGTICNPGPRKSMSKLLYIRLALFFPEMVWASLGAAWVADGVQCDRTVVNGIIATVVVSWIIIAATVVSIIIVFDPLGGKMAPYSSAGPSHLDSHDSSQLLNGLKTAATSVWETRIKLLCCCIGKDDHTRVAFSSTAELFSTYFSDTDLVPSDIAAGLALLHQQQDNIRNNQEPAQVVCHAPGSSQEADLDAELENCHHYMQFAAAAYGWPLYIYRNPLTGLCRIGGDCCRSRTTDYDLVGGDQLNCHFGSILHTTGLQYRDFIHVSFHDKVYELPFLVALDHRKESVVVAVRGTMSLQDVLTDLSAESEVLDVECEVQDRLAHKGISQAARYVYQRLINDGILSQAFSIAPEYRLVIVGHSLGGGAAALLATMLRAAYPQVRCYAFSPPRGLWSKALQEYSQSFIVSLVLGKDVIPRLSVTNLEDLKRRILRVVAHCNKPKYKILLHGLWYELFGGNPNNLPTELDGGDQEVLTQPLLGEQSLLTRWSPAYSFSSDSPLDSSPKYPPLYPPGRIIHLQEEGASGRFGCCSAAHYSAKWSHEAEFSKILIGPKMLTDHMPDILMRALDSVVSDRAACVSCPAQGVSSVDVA
* = called active by the depositor; x = not tested or not shown.

SMILES | DSG3 Ab inh | PKA-R2B activ | MOR-DOR ag | HTR5A inv ctr | Arr AP2 block | V-ATPase pHluor | PKA-R1A activ | HTR5A ag | OPRM1-OPRD1 inv | DAGLB inh
O=C(NCCCN1CCOCC1)c1ccc(Sc2ccc(F)cc2)c([N+](=O)[O-])c1 | 94 | 12 | -2.7 | 13 | -9 | -1 | -20 | 3 | 17 | 3
COc1ccc(NC(=O)CN(C)C(=O)C2CC(=O)N(Cc3ccc(C)cc3)C2)cc1 (configuration not stated) | 100 | -8 | -3.9 | 12 | -22 | 1 | -10 | -4 | 20 | 1
CCOc1ccc(N(C)S(=O)(=O)c2ccc3[nH]cc(C(=O)NCC4CCCO4)c(=O)c3c2)cc1 (configuration not stated) | x | -10 | -0.8 | -3 | -2 | 0 | -22 | 1 | 3 | 0
O=C(NC1CC2CCC1C2)C1CCN(S(=O)(=O)c2ccc(-c3nn[nH]n3)cc2)CC1 (configuration not stated) | 91 | 3 | -0.7 | -26 | 4 | 3 | 0 | -5 | 4 | -1
CN(C)c1ccc(C(=O)OCc2ccc(Br)cc2)cc1 | 100 | 9 | 0.9 | 9 | 15 | 3 | 12 | -2 | -4 | -20
COc1ccc(C)cc1NC(=O)CN(C)C1CCCCC1 | 114 | -4 | 3.9 | 8 | 21 | 0 | 3 | 8 | -27 | -10
S=C(NC1CCCCC1)N1CCOCC1 | 108 | -3 | -2.6 | 3 | 2 | -2 | -6 | -2 | 13 | -1
COc1ccccc1/C=C/C(=O)NCC(=O)N/N=C(\CCC(=O)O)c1ccccc1 | 110 | -8 | 1.1 | -1 | -2 | 1 | 0 | 0 | -8 | -2
CCOc1ccc(N(CC(=O)N2CCN(c3ccc(F)cc3)CC2)S(=O)(=O)c2c(C)noc2C)cc1 | 112 | -8 | 1.2 | -4 | -2 | -1 | -6 | -4 | -6 | -3
CCNC(=O)CN(c1ccc(Oc2ccccc2)cc1)S(=O)(=O)c1ccccc1 | 109 | 4 | -1.2 | -18 | 2 | 2 | 4 | 8 | 6 | -1
O=C(Nc1cnc2ccccc2c1)c1cccnc1 | 107 | -11 | -3.1 | -19 | -2 | 2 | -13 | 7 | 16 | 3
Cc1cc2oc(=O)cc(CN3CCOCC3)c2cc1Cl | 101 | -2 | -0.8 | 5 | -11 | -2 | -9 | 0 | 4 | 1
COC(=O)c1cccc(NC(=O)Nc2ccc(Cl)c(Cl)c2)c1 | 107 | -3 | 2.5 | -4 | -5 | -1 | -3 | 3 | -13 | -4
CCCN(CC(=O)Nc1ccccc1C)C(=O)C1CC(=O)N(c2ccc(C)cc2)C1 (configuration not stated) | 101 | -5 | -0.2 | 0 | -19 | 3 | -6 | -2 | 1 | 2
Cc1nc2sc(-c3ccccc3)cc2c(=O)n1N | 87 | 7 | -1.7 | 4 | 18 | -2 | -7 | 3 | 8 | -2
Cc1cc(C)c2c(=O)[nH]c(SCC(=O)NCc3ccccc3)nc2n1 | 105 | 3 | 0.2 | -2 | 3 | 2 | 4 | 1 | -2 | 0
O=C(NCc1ccco1)C(c1ccccc1)N(Cc1cccnc1)C(=O)Cn1nnc2ccccc21 (configuration not stated) | 110 | 3 | -3.4 | -3 | 7 | -2 | -8 | 1 | 20 | -2
C#CCOCCOCCOCCNc1nc(N2CCN(C(=O)CCCCCCCCCCNC(=O)[C@H](CCCCN)n3cc(C)nn3)CC2)nc(N2CCN(C(=O)CCCCCCCCCCNC(=O)[C@@H]([C@H](C)O)n3cc(C)nn3)CC2)n1 | 106 | 1 | -1.9 | -5 | 13 | -5 | -9 | 3 | 9 | -3
CC(C)c1ccc(NC(=O)COC(=O)CCC(=O)c2cccs2)cc1 | 107 | 7 | -1.9 | 6 | -1 | -2 | -6 | -2 | 10 | -2
CCOCCCNC(=O)c1cccs1 | 76 | -7 | -2.7 | 8 | -6 | 5 | 1 | -3 | 15 | 2
O=C(NCc1ccc2c(c1)OCO2)C1CCN(S(=O)(=O)c2ccc(F)cc2)CC1 | 97 | -13 | -1.3 | -3 | 0 | 3 | -3 | -2 | 7 | 1
CC1(C)CCCC2=C1CC1C(=O)N(c3ccccc3)C(=O)C1C2 (configuration not stated) | 105 | -1 | -0.6 | -8 | 3 | -2 | -2 | -1 | 3 | 0
COc1ccc([N+](=O)[O-])cc1C1NN=C(c2ccccc2O)S1 (configuration not stated) | x | 3 | -2.1 | 24 | 23 | -1 | -8 | -9 | 12 | 0
Cc1onc(-c2c(F)cccc2Cl)c1C(=O)OCC(=O)N(C)c1ccccc1 | 106 | 13 | x | x | x | 2 | 4 | x | x | 12
COC(=O)c1ccc(OC(=O)CN2C(=O)c3ccccc3C2=O)cc1 | 103 | -13 | -1.1 | -2 | -14 | 0 | -1 | 2 | 6 | 3
Cc1cccc(C(=O)NCCc2ccc(S(N)(=O)=O)cc2)c1[N+](=O)[O-] | 103 | -10 | -3.2 | 0 | 2 | 2 | 0 | 8 | 16 | 0
Cc1cccc(C)c1NC(=S)N(Cc1cccnc1)Cc1ccccc1Cl | 123 | -5 | -1.3 | 0 | 0 | -1 | 4 | 0 | 6 | 0
COc1ccc(S(=O)(=O)N2CCOCC2)cc1NC(=O)c1ccc(S(=O)(=O)N2CCCCC2)cc1 | 99 | -1 | -2.2 | 19 | -16 | 6 | 7 | 4 | 9 | -2
O=S1(=O)N=C(Nc2nncs2)c2ccccc21 | 94 | 10 | -0.4 | -7 | 2 | -1 | -5 | -3 | 2 | 2
Cc1ccc(NS(=O)(=O)c2ccc3[nH]c(=O)c(=O)[nH]c3c2)cc1Cl | 102 | -8 | -3.5 | 5 | 13 | 0 | 5 | -2 | 17 | 4
CCCNC(=O)Cn1c(=O)oc2cc(S(=O)(=O)N3CC(C)CC(C)C3)ccc21 (configuration not stated) | 100 | 0 | -1.7 | -41 | 13 | -1 | -3 | 11* | 8 | 1
O=C(Nc1ccc2c(c1)OCO2)C1CCN(S(=O)(=O)c2cccs2)CC1 | 96 | -9 | 1.6 | 3 | 5 | -4 | -8 | -4 | -9 | 2
COc1ccc(OC)c(CNS(=O)(=O)c2cc(CN3C(=O)c4cccnc4C3=O)ccc2OC)c1 | x | -12 | -3.9 | 3 | 2 | 2 | -11 | -3 | 20 | 1
Cc1ccsc1/C=N/Nc1ccc(C(=O)O)cc1 | 98 | 0 | 1.2 | 7 | -4 | 2 | -6 | -2 | -6 | 5
CCC(=O)Nc1cc(C(=O)O)ccc1Sc1ccc(Cl)cc1 | 99 | -15 | -1.0 | 8 | 11 | 0 | -10 | 0 | 5 | 3
COc1ccc(Nc2cc(C(=O)NCc3ccco3)c3ccccc3n2)c(OC)c1 | 108 | 1 | -2.3 | -4 | -7 | 0 | -19 | -1 | 12 | 1
COc1ccccc1C(=O)NCC(=O)OCC(=O)Nc1cccc(S(=O)(=O)N(C)C)c1 | 110 | 7 | -0.5 | -14 | -1 | 2 | 0 | 2 | 3 | -3
Cn1cc(/C=C/c2nc3ccccc3c(=O)n2-c2cccc([N+](=O)[O-])c2)c2ccccc21 | 97 | -5 | 0.0 | 5 | -1 | -3 | -5 | 2 | 0 | 3
Cc1ccc(OCCn2cc(/C=C(\C#N)C(=O)NCC3CCCO3)c3ccccc32)cc1C (configuration not stated) | 99 | -6 | 0.8 | 6 | 4 | 3 | -10 | -2 | -4 | -5
CCOC(=O)c1c(C)[nH]c(C)c1S(=O)(=O)N(C)CC(=O)NCc1cccc(Br)c1 | 97 | -6 | -2.6 | 1 | 2 | -1 | -13 | -1 | 13 | 3
CCCCNC(=O)/C(=C\c1ccc([N+](=O)[O-])o1)NC(=O)c1ccccc1 | 80 | 1 | 1.0 | -3 | 33 | 1 | -5 | 1 | -5 | 0
Cc1c(NS(=O)(=O)c2cccc(C(=O)O)c2)c(=O)n(-c2ccccc2)n1C | 118 | 5 | -1.3 | 4 | -4 | -2 | 0 | -1 | 7 | -1
N#C/C(=C\c1ccccc1Br)C(=O)NC1CC1 | 110 | -3 | -1.3 | 7 | -10 | 2 | 12 | 0 | 7 | 2
CC1(C)Cc2noc(N)c2C(C)(C)N1OC(=O)c1cccs1 | 105 | -7 | -2.7 | -18 | -8 | 1 | -13 | -3 | 14 | -5
COc1ccc2[nH]c3nc(SCC(=O)Nc4cccc(NC(C)=O)c4)nnc3c2c1 | 115 | -2 | -1.1 | -12 | 14 | 3 | -3 | 3 | 6 | 1
O=C(O)COc1ccccc1/C=N/NC(=O)CSc1nc2ccccc2n1Cc1ccccc1Cl | 95 | -1 | -0.3 | 5 | 17 | 2 | 6 | -3 | 2 | 9
Cn1nnnc1SCc1ccc(C(=O)Nc2nccs2)cc1 | 99 | 1 | -0.5 | -6 | 3 | 6 | -6 | -2 | 3 | 2
O=C(Nc1nnc(-c2cccnc2)s1)c1cccs1 | 106 | 2 | -1.2 | 32 | -2 | 1 | -1 | -5 | 6 | 1
CCOC(=O)N1CCC(NC(=O)C(NS(=O)(=O)c2cccc3nsnc23)c2ccccc2)CC1 (configuration not stated) | 106 | 11 | -2.7 | 16 | -15 | -2 | 7 | 8 | 14 | 3
Cc1ccc(NC(=O)CN(C)C(=O)COC(=O)CNS(=O)(=O)c2ccc(F)c(F)c2F)cc1 | 103 | 2 | 0.7 | -20 | -8 | -2 | 3 | 1 | -5 | 0
CCN(CC)c1ccc(C(=O)N/N=C/c2ccccc2OC(F)F)cc1 | 101 | 13 | 1.0 | 26 | 4 | -2 | -6 | 2 | -7 | -2
O=C(Cn1c(O)c(/C=C2\C=Nc3ccccc32)sc1=O)Nc1ccc2c(c1)OCO2 | 80 | -13 | -0.2 | -23 | 18 | 9 | -11 | -1 | 1 | 3
Cc1ccc(CN2CCNC(=O)C2CC(=O)N(Cc2c(C)nn(C)c2C)C2CC2)o1 (configuration not stated) | 94 | -7 | -1.6 | 12 | -8 | -1 | -5 | -5 | 9 | 1
